Screening data (PubChem)
S100A4 inh HTS – inhibitors of S100A4-myosin IIA peptide binding, primary screen, biochemical, fluorescence polarization, TAMRA-MyoIIA peptide; Protein S100-A4 (Homo sapiens), P26447; inhibition, % at 10.7 µM; 360,000 compounds, 0.14% hits; AID 652163, 2013;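 active means mean inhibition of at least 70% across replicates, with every replicate also reaching that level; inconclusive means mean inhibition reaches 70% but some replicates fall short; inactive means mean inhibition below 70%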
Target sequence (P26447 whole entry, looked up): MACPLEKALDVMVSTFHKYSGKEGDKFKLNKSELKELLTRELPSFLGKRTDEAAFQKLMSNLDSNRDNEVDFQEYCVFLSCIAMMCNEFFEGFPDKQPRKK
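Assay system: human S100A4 monomer with TAMRA-labelled myosin IIA peptide / Buffer or medium: Calcium-containing HEPES buffer, pH 7.2 / Reagent: TAMRA-labelled myosin IIA heavy-chain peptide probe, 5 nM / Compound: one dose per compound / Timing: polarization read 5 min after assay mix addition, stable 5–60 min / Benchmarks: neutral control DMSO, positive control TFP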
DENV2 CPE rescue – inhibitors of DENV2 cytopathic effect, primary screen, cell-based, plate reader, single concentration; DENV2-infected cells, cytopathic effect rescue; CPE inhibition, % at 9.99 µM; 350,000 compounds, 1.7% hits; AID 651640, 2012; in the data active means CPE inhibition above about 20%, passing the limit was not always enough; inconclusive means no clear call, values can overlap the other calls; tested in BHK-21 cells;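 further: 0% = median of neutral control wells and 100% = median of positive control wells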
ERp5 block – inhibitors of ERp5-driven insulin aggregation, primary screen, biochemical, turbidity, absorbance 650 nm, single point | Protein disulfide-isomerase A6 (Homo sapiens), Q15084 | 90 min | inhibition, % at 9.99 µM | 350,000 compounds, 0.05% hits;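 active means mean replicate inhibition above about 25%, with every replicate also reaching it, limit read from the data, passing the limit was not always enough; inconclusive means only one of those two criteria met; inactive means neither criterion met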
PglD inh – C. jejuni PglD acetyltransferase inhibitors, primary screen, biochemical, DTNB colorimetric, single point; AID 602405, 2012; purified PglD enzyme, DTNB colorimetric CoA detection; inhibition, % at 12.5 µM; UDP-N-acetylbacillosamine N-acetyltransferase PglD (Campylobacter jejuni); 360,000 compounds, 0.098% hits; in the data active means inhibition above about 16%, passing the limit was not always enough; inconclusive means no clear call, values can overlap the other calls; further: strong numbers were not always called active
SIRT5 block – SIRT5 desuccinylase inhibitors, primary screen, biochemical, fluorescence imaging, single point, set 5; Purified SirT5, succinyl-peptide AMC, trypsin-coupled fluorescence; NAD-dependent protein deacylase sirtuin-5, mitochondrial (Homo sapiens), Q9NXA8; 330,000 compounds, 1.1% hits; inhibition, % at 15 µM; in the data active means inhibition above about 15%; inconclusive means no clear call, values can overlap the other calls
Target sequence (Q9NXA8 whole entry, looked up): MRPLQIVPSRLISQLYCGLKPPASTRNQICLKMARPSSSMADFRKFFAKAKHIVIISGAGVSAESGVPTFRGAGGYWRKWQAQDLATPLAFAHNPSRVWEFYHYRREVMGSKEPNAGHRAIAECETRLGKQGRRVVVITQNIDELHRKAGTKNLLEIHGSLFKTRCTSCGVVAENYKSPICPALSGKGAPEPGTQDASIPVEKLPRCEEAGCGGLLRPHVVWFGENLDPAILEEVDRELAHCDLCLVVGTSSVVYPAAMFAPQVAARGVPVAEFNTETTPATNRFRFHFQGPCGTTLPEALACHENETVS
E-selectin induc – E-selectin induction in HUVECs, primary screen, imaging, HUVEC, immunofluorescence imaging, single point | P16581 | 260,000 compounds, 0.37% hits | normalized: neutral wells 0, TNF-alpha wells 100 | activation, % at 7.58 µM;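 active means mean E-selectin-positive cell signal at least 10% of the positive control, reached in at least 60% of replicates, without over 20% cell loss; inconclusive means no rule given, readout overlaps actives, possibly toxicity-flagged; inactive means the rest, including those meeting only one limit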;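 further: in these data hits start at about 27%; measured in HUVEC primary endothelial cells; signal is the percent of cells scored E-selectin positive by PE staining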
Target sequence (P16581 whole entry, looked up): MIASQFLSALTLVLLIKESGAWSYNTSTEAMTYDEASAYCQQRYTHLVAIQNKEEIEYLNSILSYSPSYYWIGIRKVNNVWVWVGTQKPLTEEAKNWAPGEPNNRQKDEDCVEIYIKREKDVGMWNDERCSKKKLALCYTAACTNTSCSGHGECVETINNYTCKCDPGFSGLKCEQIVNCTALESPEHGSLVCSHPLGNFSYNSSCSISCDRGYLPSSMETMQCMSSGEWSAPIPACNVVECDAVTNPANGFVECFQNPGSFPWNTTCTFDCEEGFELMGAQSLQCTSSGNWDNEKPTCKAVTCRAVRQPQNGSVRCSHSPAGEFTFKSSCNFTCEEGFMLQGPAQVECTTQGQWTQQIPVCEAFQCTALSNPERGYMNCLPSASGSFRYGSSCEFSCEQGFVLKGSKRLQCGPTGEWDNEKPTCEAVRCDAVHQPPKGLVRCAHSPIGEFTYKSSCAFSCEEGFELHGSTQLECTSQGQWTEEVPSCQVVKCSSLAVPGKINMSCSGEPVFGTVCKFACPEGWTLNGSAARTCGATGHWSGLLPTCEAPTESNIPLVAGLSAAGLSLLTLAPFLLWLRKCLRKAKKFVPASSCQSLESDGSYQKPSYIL
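Read-out: % PE-positive cells | Test system: HUVEC | Doses: One compound dose added by pin transfer | Buffer or medium: EGM-2 over gelatin coat | Signal: Immunofluorescence imaging | Benchmarks: TNF-alpha, DMSO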
Statin myotox sup – suppressors of statin myotoxicity in C2C12 myotubes, primary screen, cell-based, single point, plate reader. 330,000 compounds, 0.78% hits. rescue of ATP level, % at 7.49 µM. C2C12 myotubes + simvastatin, ATP luminescence, 48 h; scaled: DMSO 0, geranylgeraniol control 100. AID 602340, 2012;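 active means mean ATP rescue above about 67%, or every replicate alone reaching that limit, limit read from the data, passing the limit was not always enough; inconclusive means no clear call, values can overlap the other calls; inactive means mean under the limit and some replicate under it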;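 further: myotubes were challenged with 10 µM simvastatin during compound exposure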
Numbers without * were called inactive; & = joins results of further samples. A portion of the library, so the mix of outcomes need not match the whole.

Screening Cc1ccc(CNc2ccc3c(c2)ncn3C(C)C)cc1 returned S100A4 inh HTS -3, DENV2 CPE rescue -4, ERp5 block 1, SIRT5 block -9 and Statin myotox sup -14.
`CCOC(=O)C1=C(C)Nc2ccccc2N=C1NC(=O)c1cccc(S(=O)(=O)N(C)C)c1` gave S100A4 inh HTS -2, ERp5 block 9, PglD inh 1, SIRT5 block 0 and Statin myotox sup 111*.
CCOC(=O)/C(=N\Nc1cc(C(F)(F)F)ccc1Cl)N(CC)CC was read as PglD inh -2, E-selectin induc -1.8 and Statin myotox sup 4.
COc1ccc(S(=O)(=O)Nc2ccc3c(c2)CC(=O)N([C@@H](C)CO)C[C@@H](C)[C@@H](CN(C)S(=O)(=O)c2ccc(C)cc2)O3)cc1 was read as S100A4 inh HTS 13, DENV2 CPE rescue -9, ERp5 block -5, PglD inh -1, SIRT5 block 1, E-selectin induc 0.2 and Statin myotox sup 15.
O=C(C[C@@H]1CC[C@@H]2[C@H](COC[C@@H](O)CN2CCC(F)(F)F)O1)N1CCC(Cc2ccccc2)CC1 was read as S100A4 inh HTS -38, DENV2 CPE rescue 0, ERp5 block -2, PglD inh 1, SIRT5 block 2, E-selectin induc 0.0 and Statin myotox sup 28.
Screening COc1ccccc1N1CCN(CCN2C(=O)C3CCCN3C2=O)CC1 (centres undefined) returned S100A4 inh HTS 1, DENV2 CPE rescue 3, ERp5 block -3, PglD inh -2, SIRT5 block -1 and Statin myotox sup 12.
COc1ccc(-c2ccc([C@H]3[C@@H](CO)N4C(=O)CN(C(=O)C5CCCC5)C[C@@H]34)cc2)cc1 was read as S100A4 inh HTS 16, DENV2 CPE rescue 6, ERp5 block 4, SIRT5 block -4 and E-selectin induc -0.1.
Screening CCN(C(=O)Nc1cccc2ccccc12)c1ccccc1 returned S100A4 inh HTS 6, DENV2 CPE rescue -1, ERp5 block -14, SIRT5 block -2, E-selectin induc 2.4 and Statin myotox sup 2.
Cc1ccc(-c2cnc3c(c2)C(=O)N([C@H](C)CO)C[C@@H](C)[C@@H](CN(C)S(C)(=O)=O)O3)cc1 was read as S100A4 inh HTS -15, DENV2 CPE rescue -2, ERp5 block -2, PglD inh 6, SIRT5 block -4, E-selectin induc 0.3 and Statin myotox sup 8.
O=C(CNC(=O)c1cccs1)NCCN1CCN(c2ccccc2F)CC1 was read as S100A4 inh HTS -11, DENV2 CPE rescue -5, ERp5 block -1, PglD inh -4, SIRT5 block 1 and Statin myotox sup -14.
CCN(CC)S(=O)(=O)c1ccc(N2CCOCC2)c(NC(=O)c2ccc(=O)n(C)n2)c1 was read as S100A4 inh HTS 9, DENV2 CPE rescue inconclusive, ERp5 block -4, PglD inh 0, SIRT5 block -2 and Statin myotox sup 7.
Screening C[C@H](O)C#Cc1ccc2c(c1)O[C@@H](CN(C)C(=O)Nc1ccccc1)[C@@H](C)CN([C@H](C)CO)S2(=O)=O returned S100A4 inh HTS 15, DENV2 CPE rescue 4, ERp5 block -5, PglD inh 2, SIRT5 block 0, E-selectin induc -0.1 and Statin myotox sup 15.
For CC1Cc2ccccc2N1C1=NS(=O)(=O)c2ccccc21 (centres undefined) the results were S100A4 inh HTS -2, DENV2 CPE rescue 1, ERp5 block -2, PglD inh -3, SIRT5 block 0 and Statin myotox sup -52.
`N#Cc1cc(C(=O)c2cc(Br)ccc2O)cn(C2CCCCC2)c1=O` gave S100A4 inh HTS -1, DENV2 CPE rescue -2, ERp5 block -7, PglD inh 4, SIRT5 block -4 and Statin myotox sup -20.
Screening Cc1ccc(-n2c(O)c(/C=N/n3cnnc3)c3ccccc3c2=O)cc1 returned S100A4 inh HTS -2, ERp5 block 2, PglD inh -6&-3, SIRT5 block 7 and Statin myotox sup 7&1.
`COCC(=O)Nc1ccc2c(c1)[C@H]1C[C@@H](CC(=O)NCc3ccncc3)O[C@@H](CO)[C@H]1O2` gave S100A4 inh HTS 5, DENV2 CPE rescue 2, ERp5 block -33, PglD inh 2, SIRT5 block 4, E-selectin induc 0.2 and Statin myotox sup -1.
For CN1C(C(=O)Nc2ccc(OC(F)(F)F)cc2)=CC(c2ccco2)=NS1(=O)=O the results were S100A4 inh HTS 3, DENV2 CPE rescue 0, ERp5 block 1, PglD inh -4, SIRT5 block 4 and Statin myotox sup 5.
Cc1cc(C(=O)Nn2c(C3CCCCC3)nc3ccccc3c2=O)ccc1[N+](=O)[O-] was read as S100A4 inh HTS -4, DENV2 CPE rescue -2, ERp5 block 3 and SIRT5 block -7.
For C=CCNC(=O)C1(S(=O)(=O)c2ccccc2)CC=CC1 the results were S100A4 inh HTS 10, DENV2 CPE rescue -10, ERp5 block 8, PglD inh 8, E-selectin induc -0.2 and Statin myotox sup 14.
Screening CC1=NNC(=O)C1CCC(=O)N/N=C/C(Br)=C/c1ccccc1 (centres undefined) returned S100A4 inh HTS 14, DENV2 CPE rescue 9, ERp5 block 2, SIRT5 block 1 and E-selectin induc 0.3.
O=C(NCC[C@@H]1CC[C@H](NC(=O)C2CCC2)[C@H](CO)O1)Nc1ccc(Cl)cc1 was read as S100A4 inh HTS 0, DENV2 CPE rescue -6, ERp5 block 3, PglD inh 0, SIRT5 block 10, E-selectin induc 0.3 and Statin myotox sup -3.
Screening CCN(C[C@H]1N[C@@](C)(C(=O)OC)[C@H]2C(=O)N(Cc3ccccc3)C(=O)[C@@H]12)C(=O)Nc1ccc(C)cc1 returned S100A4 inh HTS -1, DENV2 CPE rescue -2, ERp5 block -4, PglD inh -2, E-selectin induc 0.4 and Statin myotox sup 11.
`O=C(Nc1ccccc1)Nc1snnc1C(=O)Nc1cccc(O)c1` gave S100A4 inh HTS -4, DENV2 CPE rescue 1, ERp5 block -7, SIRT5 block -3 and E-selectin induc -2.0.
Screening CC(C)(O)C#Cc1ccc([C@H]2[C@H](CO)N3CCCCN(C(=O)c4cccc(F)c4)C[C@@H]23)cc1 returned S100A4 inh HTS -2, DENV2 CPE rescue 3, ERp5 block -1, PglD inh 6, SIRT5 block -2 and E-selectin induc 0.5.
COc1ccc([C@H]2CC(=O)C=C(c3ccc(Cl)c(Cl)c3)C2)cc1 was read as S100A4 inh HTS -1, DENV2 CPE rescue -10, ERp5 block 7, PglD inh -3, SIRT5 block -4, E-selectin induc 0.1 and Statin myotox sup -2.
`CN(Cc1ccccc1)C(=O)CCS(=O)(=O)c1ccc2c(c1)oc(=O)n2C` gave S100A4 inh HTS -52, DENV2 CPE rescue 15, ERp5 block -1, PglD inh -3, SIRT5 block -3 and Statin myotox sup -4.
COCc1cn(CC[C@@H]2CC[C@H](NC(=O)Nc3ccc(F)cc3)[C@@H](CO)O2)nn1 was read as S100A4 inh HTS -25, DENV2 CPE rescue -6, ERp5 block 4, PglD inh 0, SIRT5 block 0, E-selectin induc -1.3 and Statin myotox sup 3.
For Cc1ccc(N(C(=O)CNC(=O)c2ccco2)C(C(=O)NC2CCCC2)c2cccnc2)cc1F (centres undefined) the results were S100A4 inh HTS -5, DENV2 CPE rescue -3, ERp5 block 4, PglD inh 2, SIRT5 block -1 and Statin myotox sup 1.
For Cc1ccc2nc(SCC(=O)Nc3cc(C)on3)nc(=O)n2c1 the results were S100A4 inh HTS 1, DENV2 CPE rescue 6, ERp5 block -9 and SIRT5 block -2.
C[C@@H]1CN([C@H](C)CO)C(=O)c2cc(NS(=O)(=O)c3ccc(F)cc3)ccc2O[C@H]1CN(C)CC1CC1 was read as S100A4 inh HTS 70, DENV2 CPE rescue 19, ERp5 block -3, PglD inh 0, SIRT5 block 10, E-selectin induc 0.5 and Statin myotox sup 6.
Screening CN1C(c2ccc(F)cc2)=CS/C1=C(/C#N)c1nnc2n1-c1ccccc1SC2 returned S100A4 inh HTS 1, DENV2 CPE rescue -1, ERp5 block -12, SIRT5 block -7 and E-selectin induc 0.1.
For COc1ccc2c3c([nH]c2c1)[C@@H](CO)N(C(=O)CN(C)C)CC31CN(CC2CC2)C1 the results were S100A4 inh HTS -3, DENV2 CPE rescue -4, ERp5 block -1, SIRT5 block -2 and E-selectin induc 0.4.
Screening O=C(C[C@H]1CC[C@H](NC(=O)C2CCC2)[C@@H](CO)O1)Nc1nccs1 returned S100A4 inh HTS 4, DENV2 CPE rescue 1, ERp5 block -1, PglD inh -2, SIRT5 block 0, E-selectin induc -0.6 and Statin myotox sup -8.
For Cc1csc(SCC(=O)NC2CCCC2)n1 the results were S100A4 inh HTS -2, DENV2 CPE rescue inconclusive, PglD inh -4, SIRT5 block -1, E-selectin induc 4.0 and Statin myotox sup 6.
Screening O=C1CCc2cc(S(=O)(=O)Nc3ccccc3)cc3c2N1CCC3 returned S100A4 inh HTS -1, DENV2 CPE rescue 11, ERp5 block 5, SIRT5 block 0, E-selectin induc -3.1 and Statin myotox sup 13.
`Cc1cc(OCC(=O)N2CCCCCC2)ccc1[N+](=O)[O-]` gave S100A4 inh HTS 5, DENV2 CPE rescue -18, ERp5 block 2, PglD inh -5 and SIRT5 block -5.
`Cc1c(NS(=O)(=O)c2cc(C(=O)NCc3cccnc3)cc(Cl)c2Cl)c(=O)n(-c2ccccc2)n1C` gave S100A4 inh HTS 7, DENV2 CPE rescue -5, ERp5 block 3, PglD inh -1, SIRT5 block -2, E-selectin induc 0.6 and Statin myotox sup -3.
CO[C@@H]1CN(C)C(=O)c2ccc(NC(=O)C3CC3)cc2OC[C@@H](C)N(Cc2nccs2)C[C@H]1C was read as S100A4 inh HTS 6, DENV2 CPE rescue -3, ERp5 block -1, PglD inh 1, SIRT5 block -4, E-selectin induc -0.2 and Statin myotox sup -8.
`O=C(CCCc1c[nH]c2ccccc12)Nc1ccc(S(=O)(=O)Nc2ncccn2)cc1` gave S100A4 inh HTS -4, DENV2 CPE rescue -1, ERp5 block -5, PglD inh 0, SIRT5 block -1, E-selectin induc -0.9 and Statin myotox sup -3.
For CCCCN1CC(COc2ccccc2)Oc2cccc(F)c2S1(=O)=O (centres undefined) the results were S100A4 inh HTS -5, DENV2 CPE rescue 17, ERp5 block -6, PglD inh 6, SIRT5 block -19, E-selectin induc 0.1 and Statin myotox sup -11.
`CCn1c2ccccc2c(=O)c2ccccc21` gave S100A4 inh HTS -9, DENV2 CPE rescue -3, ERp5 block -11, PglD inh 4, SIRT5 block -29 and Statin myotox sup -26.
Screening COC(=O)c1cn(C(=O)c2ccc(C)cc2C)c2ccccc12 returned S100A4 inh HTS 0, DENV2 CPE rescue 5, ERp5 block 1 and SIRT5 block -1.
For Cc1noc(C)c1NC(=O)N(C)C[C@@H]1Oc2c(NC(=O)C3CCCCC3)cccc2C(=O)N([C@@H](C)CO)C[C@@H]1C the results were S100A4 inh HTS 1, DENV2 CPE rescue -3, ERp5 block -2, PglD inh -2, SIRT5 block -1, E-selectin induc 0.6 and Statin myotox sup -15.
COc1ccc(Cn2nnnc2C(CC(C)C)N2CCC(C(N)=O)CC2)cc1 (centres undefined) was read as S100A4 inh HTS -3, DENV2 CPE rescue 1, ERp5 block 3 and SIRT5 block -1.
O=C(CCc1nnc(CCCCc2ccccc2)o1)NCc1cc(F)ccc1F was read as S100A4 inh HTS -6, DENV2 CPE rescue 0, ERp5 block 1 and SIRT5 block 1.
